High-throughput results: PubChem, Broad Institute
Statin myotox sup: suppressors of statin myotoxicity in C2C12 myotubes, primary screen, cell-based, single point, plate reader; AID 602340, 2012; rescue of ATP level, % at 7.49 µM; actives 0.78% (n = 330,000); C2C12 myotubes + simvastatin, ATP luminescence, 48 h; scaled: DMSO 0, geranylgeraniol control 100;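 active = mean ATP rescue above about 67%, or every replicate alone reaching that limit, limit read from the data, passing the limit was not always enough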;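 also: myotubes were challenged with 10 µM simvastatin during compound exposure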
PglD inh: C. jejuni PglD acetyltransferase inhibitors, primary screen, biochemical, DTNB colorimetric, single point; actives 0.098% (n = 360,000); UDP-N-acetylbacillosamine N-acetyltransferase PglD (Campylobacter jejuni); inhibition, % at 12.5 µM; purified PglD enzyme, DTNB colorimetric CoA detection; in the data active = inhibition above about 16%, passing the limit was not always enough; also: strong numbers were not always called active
* = called active by the depositor. Some of the compounds tested. The share of hits here may be higher or lower than overall.

SMILES | Statin myotox sup | PglD inh
O=c1oc2c(O)c(O)cc3c(=O)oc4c(O)c(O)cc1c4c23 | 10 | 0
C=CC[n+]1ccc(/C=C2\C=Cc3cc(C)ccc3N2CC)c2ccccc21 | -105 | 3
CCC(NC(C)C)C(O)c1ccc(O)c2[nH]c(=O)ccc12 (stereo not given) | 8 | -2
COc1ccc(C[C@H]2COC(=O)[C@@H]2Cc2ccc(OC3OC(CO)C(O)C(O)C3O)c(OC)c2)cc1OC (stereo not given in full) | 0 | 2
NC(N)=O | 2 | -16
COc1cc([C@@H]2Oc3cc(C4Oc5cc(O)cc(O)c5C(=O)[C@H]4O)ccc3O[C@H]2CO)ccc1O (stereo not given in full) | -3 | 0
Cc1cccc2c1NC(=O)C2(c1ccc(O)cc1)c1ccc(O)cc1 | 14 | 0

Two consecutive compounds out of the list so far:
SMILES | Statin myotox sup | PglD inh
COc1cc([C@@H]2Oc3cc(C4Oc5cc(O)cc(O)c5C(=O)[C@H]4O)ccc3O[C@H]2CO)ccc1O (stereo not given in full) | -3 | 0
Cc1cccc2c1NC(=O)C2(c1ccc(O)cc1)c1ccc(O)cc1 | 14 | 0

A few values from the results shown.
`Cc1cccc2c1NC(=O)C2(c1ccc(O)cc1)c1ccc(O)cc1` in PglD inh is entered as 0
`COc1cc([C@@H]2Oc3cc(C4Oc5cc(O)cc(O)c5C(=O)[C@H]4O)ccc3O[C@H]2CO)ccc1O` (stereo not given in full) in Statin myotox sup is entered as -3
`O=c1oc2c(O)c(O)cc3c(=O)oc4c(O)c(O)cc1c4c23` in Statin myotox sup is entered as 10
